# Screens from PubChem.
# Tat transport: inhibitors of E. coli Tat protein transport; E. coli MC4100 TorA-mCherry Tat export, fluorescence; inhibition, % at 10 µM; 0.036% of 340,000 active;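 active means mean replicate inhibition at least 50% and at least half of replicates individually reaching 50%; inconclusive means only one of the two criteria met; inactive means neither criterion met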;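 further: exported cargo escapes ClpAP degradation while cytoplasmic cargo is degraded and loses fluorescence; 0% = median of neutral control wells and 100% = median of NaSCN control wells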
# Mot1-301 SUMO: inhibitors of SUMOylation pathway: yeast Mot1-301 growth rescue; S. cerevisiae Mot1-301 growth rescue, ATP luminescence, 38.5C; percent above DMSO median, 100 means doubled; growth rescue, % at 18.8 µM; 1% of 320,000 active; AID 2716;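 active means every valid replicate shows activation above 250% relative to neutral control wells; inactive means the rest, any valid replicate at or below 250%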;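 further: OY570 slx delta 5 strain wells were the positive control but not used for scaling; some compounds called inactive have numbers as strong as hits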
# OPRM1-OPRD1 ag: OPRM1-OPRD1 heterodimerization agonism | activation, % at 9.3 µM | cells, luminescence | 0.3% of 340,000 active; in the data active means activation above about 18%;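 further: 0% = vehicle-treated cells and 100% = reference agonist; values of inactives mirror those of a sister screen read the other way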
# phage Ecoli inh: E. coli growth loss with phage present; growth absorbance; inhibition, % at 11.9 µM; AID 651602; 0.26% of 360,000 active; in the data active means inhibition above about 11%
# PKA-R2B activ: activators of human PKA-R2B complex; P22694+P31323; PKA-R2B holoenzyme dissociation, Cy5-IP20 fluorescence polarization; R2B truncated from residue 108, S112A mutant; 0% DMSO only, 100% 113 µM cGMP; activation, % at 11.4 µM; 0.079% of 340,000 active;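 active means activation above a cutoff set at the mean over all compounds plus 3 SD, cut at about 18% in these data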;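 further: higher means more holoenzyme dissociation and a rise in polarization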
# Target sequence (P31323 whole entry, looked up, other chains not shown, the tested form may be a part): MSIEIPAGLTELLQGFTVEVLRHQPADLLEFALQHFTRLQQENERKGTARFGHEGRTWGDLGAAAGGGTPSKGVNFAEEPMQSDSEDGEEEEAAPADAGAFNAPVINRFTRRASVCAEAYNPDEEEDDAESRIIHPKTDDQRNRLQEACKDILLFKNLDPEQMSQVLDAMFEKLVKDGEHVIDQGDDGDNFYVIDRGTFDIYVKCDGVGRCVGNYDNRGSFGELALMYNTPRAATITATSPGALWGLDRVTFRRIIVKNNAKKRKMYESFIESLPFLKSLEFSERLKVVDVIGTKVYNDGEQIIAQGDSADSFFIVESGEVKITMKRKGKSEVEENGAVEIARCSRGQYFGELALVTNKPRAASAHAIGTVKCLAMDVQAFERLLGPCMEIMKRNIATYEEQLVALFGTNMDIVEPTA
# MOR-DOR inv ag: mu-delta opioid heterodimer inverse agonism | inhibition, % at 9.3 µM | P35372+P41143 | AID 504357 | 0.21% of 340,000 active | cell-based MOR-DOR heterodimer luminescence; in the data active means inhibition above about 22%, passing the limit was not always enough;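 further: 0% = cells with DMSO and 100% = wells without cells with DMSO; values of inactives mirror those of a sister screen read the other way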
# HTR5A inv ag: counter-screen for OPRM1-OPRD1 inverse agonists: human HTR5A inverse agonism; HTR5A cell line, luminescence; P47898; AID 504634; 0.083% of 340,000 active; inhibition, % at 9.3 µM; in the data active means inhibition mostly above about 23%, no sharp cut-off; inactive means mostly below about 18%;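 further: 0% = cells with DMSO and 100% = no-cell wells with DMSO; some compounds called inactive have numbers as strong as hits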
# Target sequence (P47898 whole entry, looked up): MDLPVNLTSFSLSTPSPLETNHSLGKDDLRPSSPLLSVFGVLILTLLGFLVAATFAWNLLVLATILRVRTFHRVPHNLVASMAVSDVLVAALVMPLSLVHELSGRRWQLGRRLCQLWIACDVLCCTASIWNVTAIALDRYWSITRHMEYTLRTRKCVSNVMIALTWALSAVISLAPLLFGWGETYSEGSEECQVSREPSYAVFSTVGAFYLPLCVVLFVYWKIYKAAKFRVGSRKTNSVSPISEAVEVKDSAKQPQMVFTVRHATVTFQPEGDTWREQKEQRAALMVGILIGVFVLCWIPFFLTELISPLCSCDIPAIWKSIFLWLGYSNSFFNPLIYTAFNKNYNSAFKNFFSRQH
# Ecoli viability: reduces bacterial viability in AddAB counter-screen; E. coli V3065 growth, OD600 absorbance, 18 h; inhibition, % at 11.9 µM; 0.27% of 330,000 active; AID 449728;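 active means inhibition above the campaign's mean inhibition across all tested compounds plus 3 SD, cut at about 9.9% in these data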;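 further: uninfected addAB+ strain grown without phage in ampicillin broth; 0% = DMSO wells and 100% = ciprofloxacin 0.95 µg/ml wells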
# PfHsp90 yeast 2: inhibits growth of yeast expressing Plasmodium falciparum Hsp90. S. cerevisiae expressing PfHsp90, BacTiter-Glo ATP, 48 h; yeast lacking PDR1 and PDR3 efflux regulators. inhibition, % at 9.4 µM. 0.32% of 310,000 active. AID 504621;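 active means every replicate shows inhibition above about 80%, whatever the replicate mean, limit read from the data; inconclusive means mean inhibition reaches the set limit but some replicate falls short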;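 further: 0% = DMSO neutral controls and 100% = 20 µM radicicol positive controls; yeast relying on Plasmodium falciparum Hsp90 in place of its own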
# PKA-R1A act: PKA-R1A complex activation | P00514+P68181 | PKA-R1A dissociation, Cy5-IP20 fluorescence polarization; scaled: DMSO 0%, 113 µM cGMP 100% | activation, % at 11.4 µM | 0.083% of 340,000 active | AID 504707;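 active means percent activation above the mean of all tested compounds plus 3 SD, cut at about 19% in these data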;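 further: higher means more PKAc released from R1A so a rise in polarization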
# AddAB inh: less growth of phage-infected E. coli with AddAB. E. coli expressing H. pylori AddAB, absorbance growth. inhibition, % at 11.9 µM. 0.29% of 330,000 active. AID 435030; in the data active means inhibition above about 12%;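 further: 0% = vehicle wells of infected cells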
# The depositor's hits bear a star; i = inactive; ? = inconclusive; nt = not tested or not shown.
Molecule,Tat transport,Mot1-301 SUMO,OPRM1-OPRD1 ag,phage Ecoli inh,PKA-R2B activ,MOR-DOR inv ag,HTR5A inv ag,Ecoli viability,PfHsp90 yeast 2,PKA-R1A act,AddAB inh
CCN(CC)CCCn1c2c(c(SCC(=O)Nc3cc(OC)cc(OC)c3)nc1=O)CCC2,-2.7,-5.3,-1.5,1.9,-4.3,8.4,-4.0,-0.6,-4.5,0.3,-2.5
CCc1cc2c(COC(=O)c3cccc(S(C)(=O)=O)c3)cc(=O)oc2cc1O,-6.7,-17.5,0.2,0.0,3.2,-1.4,-14.2,-1.8,2.6,1.0,4.6
Cc1cc(-c2ccccc2)nc(SCc2ccc(C(=O)O)cc2)n1,2.3,i,-4.6,0.4,6.2,22.0,1.6,nt,-5.7,11.8,nt
CCn1c(=O)cc(OCC(=O)NCCc2cccc(C)c2)c2ccccc21,-1.7,85.9,-0.7,5.0,3.4,5.1,-31.8,-4.2,-18.4,-2.1,-1.4
O=C(N/C(=C\c1ccco1)C(=O)N1CCC(O)CC1)c1ccccc1,-4.1,-6.1,-3.0,3.0,2.8,18.9,4.0,1.3,-2.6,-1.6,1.7
CCOc1ccc(C(=O)CN2CCN(S(=O)(=O)c3ccc(Br)cc3)CC2)cc1,-0.4,7.6,-1.8,3.6,3.2,8.7,22.9,-0.2,nt,-9.5,2.4
CCc1ccccc1-n1nnnc1-c1cnccc1C(F)(F)F,-1.2,8.5,-1.7,-0.4,-3.0,8.6,-0.8,1.6,-13.5,-5.3,3.7
C=C(C)CN(CC)C(=O)CCc1nnc(CCc2c[nH]c3ccccc23)o1,-2.0,-3.6,-0.8,4.0,-7.0,4.7,9.1,0.5,-18.9,2.5,3.3
CC(C)(C)OC(=O)N1CCCC(C(=O)Nc2cccc(C(=O)NCCCCc3ccccc3)c2)C1 (stereo not given),0.9,nt,-2.2,-0.4,-0.3,10.1,2.8,nt,-4.4,-0.2,nt
CCOC(=O)Cc1cnc(NC(=O)Cn2nnc(-c3ccc(OCC)cc3)n2)s1,1.1,11.0,-2.2,2.6,-6.3,9.3,-2.0,-1.4,-6.6,-8.6,4.1
Clc1ccccc1/C=C/c1nc(-c2ccccn2)no1,-2.2,-17.0,-0.6,0.4,-6.0,2.8,-37.0,-0.8,-2.0,-3.9,3.2
COc1cccc(NC(=O)CN(c2ccc3c(c2)OCO3)S(C)(=O)=O)c1,2.2,-4.5,nt,-2.0,nt,nt,nt,0.6,10.6,nt,1.8
Cc1cc(=O)oc2c(C)c(OCC(=O)N3CCN(C(=O)C4COc5ccccc5O4)CC3)ccc12 (stereo not given),-2.6,10.9,-0.6,1.1,-5.6,3.2,4.9,-8.9,-18.1,-6.9,1.1
COc1ccc(CCNC(=O)COc2ccc(N(C)S(=O)(=O)c3ccc(Cl)cc3)cc2)cc1,10.5,nt,1.5,1.4,-8.1,-7.7,3.2,nt,-20.5,0.5,nt
COCCN(Cc1cccs1)S(=O)(=O)c1csc(C(N)=O)c1,3.1,-5.9,-0.4,2.5,-10.0,2.2,0.6,-1.6,5.8,-8.7,-2.0
Cn1c(=O)oc2cc(S(=O)(=O)Nc3cccc([N+](=O)[O-])c3)ccc21,-6.7,12.0,-0.9,1.7,-5.5,4.4,-11.5,2.3,-14.4,0.1,-1.2
COc1cccc(/C=C2/SC(=S)N(CC(=O)NNC(=O)c3ccccc3OC)C2=O)c1,16.4,-17.1,-0.9,-0.7,-10.8,5.9,-13.4,-0.2,-33.4,9.7,2.0
Cc1ccc(S(=O)(=O)N2CCN(C(=O)COC(=O)/C=C/c3ccccc3[N+](=O)[O-])CC2)c(C)c1,4.6,-0.8,-0.7,1.0,-13.1,3.5,9.8,0.2,-6.8,-3.8,0.8
O=S(=O)(c1ccc(S(=O)(=O)N2CCCC2)cc1)N1CCCCCC1,-5.2,1.4,0.7,-0.5,-7.8,-4.1,-8.3,0.6,nt,0.2,1.4
CCOC(=O)C1CCN(C(=O)C2CCN(c3nn4c(=O)cc(C)nc4s3)CC2)CC1,4.1,-7.7,-1.6,1.6,1.1,8.9,1.8,-1.7,31.3,6.7,5.0
Cc1cc(C)n(-c2nc3ccccc3n3cnnc23)n1,0.5,12.6,-1.3,0.2,2.2,6.6,3.3,0.5,-10.3,-10.6,2.4
COc1ccc(-n2nc(C(=O)NCC(=O)N3CCOCC3)c3ccccc3c2=O)c(OC)c1,-2.1,-6.7,-0.1,0.2,13.8,0.9,-1.4,-0.6,-12.0,3.6,3.3
CCc1ccccc1NC(=O)CCc1c(C)nn(-c2ccc(N3CCOCC3)nn2)c1C,10.9,-1.2,-1.9,1.1,-8.5,9.8,20.1,-1.4,-61.9,-6.0,3.2
Cc1nc(N/N=C/c2cccc(F)c2)cc(N2CCOCC2)n1,-2.4,-8.7,-0.4,-1.3,-8.8,2.2,-10.3,-0.8,4.5,-6.3,1.0
OCCC1CN(CC2CCCCC2)CCN1CC1CCCCC1 (stereo not given),-6.1,-4.2,-1.5,0.2,-3.7,6.8,-5.8,-0.2,9.0,0.2,-1.6
Cc1ccc(NC(=O)C2COc3ccccc3O2)c(C)c1 (stereo not given),-1.1,2.4,-1.8,-0.9,-1.3,9.1,-5.7,-2.1,-20.1,-4.9,0.5
S=C(NCCOCCOCCNC(=S)Nc1ccccc1)Nc1ccccc1,-3.6,-12.6,-1.2,5.4,1.8,5.8,9.3,0.5,-5.1,-10.9,-0.5
Cc1ccccc1NC(=O)Cn1c(=O)n(-c2ccc(CC(=O)NCC3CCCO3)cc2)c(=O)c2ccccc21 (stereo not given),-7.0,-29.5,-2.4,-2.2,1.8,12.4,-28.6,2.0,20.2,-2.5,0.1
Cc1ccc(S(=O)(=O)n2ccnc2)cc1C,2.3,136.7,-3.5,4.3,-10.2,18.3,-5.2,0.6,10.7,-11.2,2.6
COc1ccc(Cn2nnnc2C(c2ccccn2)N2CCN(c3cc(Cl)ccc3C)CC2)cc1 (stereo not given),5.4,-2.5,0.2,2.9,4.5,-1.1,15.0,-0.1,-43.1,-5.1,-0.9
Cc1nn2cc(-c3ccccc3)nc2[nH]c1=O,6.5,-12.9,-0.2,2.5,9.5,1.1,-21.4,0.5,-1.3,-10.2,4.5
Cc1ccc(N2CCN(C(=O)Nc3cccc([N+](=O)[O-])c3)CC2C)cc1 (stereo not given),17.9,-2.8,1.6,0.2,0.3,-8.0,4.1,1.9,17.0,-6.8,0.3
COc1cccc(/C(C)=N/NC(=O)c2cc(-c3cccnc3)nc3ccccc23)c1,-3.0,-6.1,-1.8,1.4,-14.4,9.3,3.8,-0.3,-29.0,-13.7,-0.7
C=CCCC1(C)C(=O)N(c2ccccc2)c2ccccc21 (stereo not given),-0.9,28.6,10.4,2.9,10.3,-70.5,-5.5,0.2,19.5,-9.5,2.1
CCCN1CCN(C(=O)Cn2nc(C)n3c(cc4sccc43)c2=O)CC1,11.3,-0.1,-3.2,4.7,13.2,17.1,-6.8,-1.4,20.7,-4.1,4.7
N#Cc1ccc(C2=CC(=O)C[C@H](c3ccc4c(c3)OCO4)C2)cc1,4.0,-8.7,-2.4,3.1,-6.2,13.6,-7.3,-0.2,-5.9,-10.4,-0.3
Cc1ccc(-n2c(=S)[nH]c3nc4c(cc3c2=O)COC(C)(C)C4)cc1,-4.8,0.0,-3.8,1.0,-12.8,20.0,1.8,-0.5,-24.8,5.6,-0.6
Cc1c(N2C(=O)c3cccc4cccc(c34)C2=O)c(=O)n(-c2ccccc2)n1C,?,nt,-1.9,0.8,10.2,11.2,-20.6,2.8,20.9,7.3,2.7
CC(C)c1ccc(OCCCCCN2CCOCC2)cc1,0.1,187.3,-0.3,1.7,14.4,1.5,16.4,2.0,40.5,2.6,-1.2
COc1ccc(C2CC(C(F)(F)F)n3ncc(C(=O)O)c3N2)cc1OC (stereo not given),1.3,20.0,0.1,2.6,0.8,-0.4,6.4,1.4,8.3,6.1,2.2
C/C(CC(=O)Nc1ccc(Cl)cc1Cl)=N\NC(N)=S,-3.9,34.9,-1.1,0.6,-8.7,5.4,4.8,-1.2,nt,-6.6,-0.7
CS(=O)(=O)N1CCC(C(=O)Nc2cc(Cl)c(Cl)cc2Cl)CC1,-5.2,-1.5,-3.3,3.5,-2.4,16.7,-33.4,-1.8,-16.9,-4.9,2.6
Cc1cc(=O)[nH]c2c(C)cc(S(=O)(=O)Nc3ccc(O)cc3)cc12,-7.3,-0.6,-0.4,-0.4,-14.7,2.2,-1.9,0.0,-1.0,-10.8,1.1
CC1Cc2ccccc2N1C(=S)NC(=O)c1ccc(Cl)cc1Cl (stereo not given),-5.7,10.3,-3.4,-1.0,-3.0,17.2,-5.1,-2.7,-5.1,-3.2,-2.0
CC1O[C@@H](OC2C(O)C(C)O[C@H](OC(=O)[C@]34CCC(C)(C)C[C@H]3C3=CCC5[C@@]6(C)CC(O)C(O[C@@H]7OC(CO)C(O)[C@@H](O)[C@@H]7O)[C@@](C)(C(=O)O)C6CC[C@@]5(C)[C@]3(CO)CC4)C2O[C@H]2OC(C)[C@@H](O[C@@H]3OCC(O[C@@H]4OC(CO)C(O)[C@H](O)C4O)[C@@H](O)[C@@H]3O)[C@H](O)C2O)C(O)C(O)C1O (stereo not given in full),-16.8,-0.1,-3.5,3.0,-4.7,19.2,13.6,2.3,nt,6.3,1.6
CCC(Oc1ccccc1)C(=O)N1CCN(CC)CC1 (stereo not given),-2.2,nt,-0.8,0.3,-16.1,4.9,-24.2,2.6,-20.7,5.9,2.0
Nc1nc(C2CC2)c(Sc2sc(N)nc2C2CC2)s1,-6.5,-5.4,-2.5,2.5,-14.1,11.7,-13.0,-1.8,7.3,-1.1,3.2

# 4 compounds picked at random from those above:
Molecule,Tat transport,Mot1-301 SUMO,OPRM1-OPRD1 ag,phage Ecoli inh,PKA-R2B activ,MOR-DOR inv ag,HTR5A inv ag,Ecoli viability,PfHsp90 yeast 2,PKA-R1A act,AddAB inh
CC1Cc2ccccc2N1C(=S)NC(=O)c1ccc(Cl)cc1Cl (stereo not given),-5.7,10.3,-3.4,-1.0,-3.0,17.2,-5.1,-2.7,-5.1,-3.2,-2.0
COc1ccc(Cn2nnnc2C(c2ccccn2)N2CCN(c3cc(Cl)ccc3C)CC2)cc1 (stereo not given),5.4,-2.5,0.2,2.9,4.5,-1.1,15.0,-0.1,-43.1,-5.1,-0.9
CCOC(=O)Cc1cnc(NC(=O)Cn2nnc(-c3ccc(OCC)cc3)n2)s1,1.1,11.0,-2.2,2.6,-6.3,9.3,-2.0,-1.4,-6.6,-8.6,4.1
CCN(CC)CCCn1c2c(c(SCC(=O)Nc3cc(OC)cc(OC)c3)nc1=O)CCC2,-2.7,-5.3,-1.5,1.9,-4.3,8.4,-4.0,-0.6,-4.5,0.3,-2.5
